# Compound activity deposited in PubChem BioAssay by National Center for Advancing Translational Sciences (NCATS).
# RXFP1 antagonist = RXFP1 (human) relaxin receptor antagonism; Q9HBX9; HEK293-RXFP1, relaxin-stimulated cAMP HTRF, 30 min; hits give low values; activity change, negative = inhibition, % at 57.5 µM; 350,000 tested, 0.59% active;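 active = activity change of -60% or lower, but not beyond a set lower limit; inconclusive = change between -60% and -40%, or beyond the set limit; inactive = change above -40%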
# Target sequence (Q9HBX9 whole entry, looked up): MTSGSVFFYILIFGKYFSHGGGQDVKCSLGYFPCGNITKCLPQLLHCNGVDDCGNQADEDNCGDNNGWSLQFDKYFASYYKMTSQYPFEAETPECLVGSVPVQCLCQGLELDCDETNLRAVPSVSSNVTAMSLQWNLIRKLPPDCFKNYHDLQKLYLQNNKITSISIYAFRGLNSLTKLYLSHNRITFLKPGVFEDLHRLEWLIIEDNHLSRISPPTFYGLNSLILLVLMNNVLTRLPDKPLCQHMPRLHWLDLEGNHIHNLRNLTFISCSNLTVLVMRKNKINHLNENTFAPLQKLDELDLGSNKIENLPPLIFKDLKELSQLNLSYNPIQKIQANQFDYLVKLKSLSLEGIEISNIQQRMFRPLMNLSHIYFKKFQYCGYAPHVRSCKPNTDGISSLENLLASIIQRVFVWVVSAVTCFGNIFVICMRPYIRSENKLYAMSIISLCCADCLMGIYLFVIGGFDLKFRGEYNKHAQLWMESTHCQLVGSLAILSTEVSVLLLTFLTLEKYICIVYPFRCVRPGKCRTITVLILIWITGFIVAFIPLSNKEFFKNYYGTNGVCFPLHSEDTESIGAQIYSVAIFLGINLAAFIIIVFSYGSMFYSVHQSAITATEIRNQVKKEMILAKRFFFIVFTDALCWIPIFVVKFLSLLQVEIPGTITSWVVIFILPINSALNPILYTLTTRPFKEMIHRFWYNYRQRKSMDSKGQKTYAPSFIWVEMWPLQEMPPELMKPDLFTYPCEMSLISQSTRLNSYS
# * = called active by the depositor; ? = inconclusive; & = joins results of further samples. % is scaled to controls: 0 for no effect and ±100 for the full control effect. This is a subset. The share of hits here may be higher or lower than overall.
SMILES	RXFP1 antagonist
Oc1ccccc1C1=NC(c2ccccc2)NC(c2ccccc2)C1 (stereo not drawn)	9
CN(C)S(=O)(=O)c1ccc(NC(=O)CSc2nnc(-c3ccco3)o2)cc1	7
CC(O)(CC(=O)CC(=O)c1ccccc1)c1ccccc1 (stereo not drawn)	-14
O=C(COC(=O)CN1C(=O)C2CCCCC2C1=O)Nc1ccc(F)c(F)c1F (stereo not drawn)	3
Cc1cccc(C(=O)N[C@H](C(=O)Nc2ccc(C)c(S(=O)(=O)N3CCOCC3)c2)C(C)C)c1	2
COc1ccc(C2C(C#N)=C(N)Oc3cc(O)ccc32)cc1 (stereo not drawn)	6
O=C(COC(=O)c1cccs1)Nc1cccc(S(=O)(=O)N2CCCCC2)c1	-3
Cc1ccc2c(Cl)cc(Cl)c(O)c2n1	-7&13
CCC(=O)N=c1sc2cc(F)cc(F)c2n1C	-2
CSc1ccccc1NC(=O)CSc1cccc[n+]1[O-]	3
COc1ccc(C(=O)N(C)Cc2ccc(OC)c(OC)c2OC)cc1S(=O)(=O)N1CCOCC1	-5
O=C(c1ccc(Br)cc1)N1CCN(c2ccccn2)CC1	-3
C=CCc1ccccc1OCC(O)CN1CCOCC1 (stereo not drawn)	-21
COc1ccc(Cl)cc1-c1nc(-c2ccc(NC(=O)c3ccncc3)cc2)no1	0
Cc1ncc2c(n1)NC(=O)NC2	-10
C1CCN(CCC2CCCCN2)CC1 (stereo not drawn)	4
COc1ccc(N(CC(=O)N2CCN(c3ccccc3)CC2)S(=O)(=O)c2ccccc2)cc1	-7
COc1ccc(NC(=O)[C@@H](NS(=O)(=O)c2cccc(Cl)c2)C(C)C)cc1S(=O)(=O)N1CCOCC1	-4
NC(=O)c1ccsc1NC(=O)COC(=O)/C=C/c1ccccc1[N+](=O)[O-]	-34
Cc1cc(C)n2nc(SCC(=O)N3CCCC3)nc2n1	-8
CN1CC(O)(C(O)C(O)C(O)CO)SC1=S (stereo not drawn)	0
OC1CNc2c(ccc3ccccc23)C1 (stereo not drawn)	6
COc1ccc(CNC(=O)COC(=O)CN2C(=O)C3CCCCC3C2=O)cc1 (stereo not drawn)	11
CN(CC(=O)NCCc1ccc(S(N)(=O)=O)cc1)CC(=O)Nc1ccc(Cl)cc1	3
COc1ccc(S(=O)(=O)NCCc2ccccn2)cc1	3
N#Cc1ccccc1N/C=C/C(=O)c1ccc(Cl)cc1	3
CC(C)OC(=O)N(C)C[C@@H]1OCc2ccccc2-c2c(n(C)c3ccccc23)C(=O)N([C@@H](C)CO)C[C@H]1C	-6
COCOCCn1cc(CN2CCS(=O)(=O)N(Cc3ccc(-c4ccc(Cl)cc4)cc3)C(CC(C)C)C2=O)nn1 (stereo not drawn)	7
c1ccc2occc2c1	13&-26
COC(=O)C(c1ccccc1Cl)N1CCc2sccc2C1 (stereo not drawn)	-24
O=C(O)c1ccc2c(c1)[C@@H]1C=CC[C@@H]1[C@H](c1ccccn1)N2	16
CSCCC(NC(=O)COc1ccccc1)C(=O)N(C)Cc1c(F)cccc1Cl (stereo not drawn)	-1
CC1=NCC(C)c2ccccc21 (stereo not drawn)	2
COc1ccc(C(=O)OCC(=O)c2ccc3c(c2)NC(=O)CO3)cc1OC	-1
O=C(Nc1ccc(N2CCCC2)c(Cl)c1)c1ccc2c(c1)OCCO2	-11
Cc1ccc(S(=O)(=O)NNC(=O)c2cc([N+](=O)[O-])c(C)c([N+](=O)[O-])c2)cc1	1
NC(N)=NN=C(/C=C/c1ccc([N+](=O)[O-])o1)/C=C/c1ccc([N+](=O)[O-])o1	-16
Cc1ccc(NC(=O)c2cc(S(=O)(=O)N3CCCCC3)ccc2N2CCOCC2)c(C)c1	3
COC(=O)C[C@H]1C[C@H]2c3cc(NC(=O)CC4CC4)ccc3O[C@H]2[C@H](CO)O1	3
COc1ccccc1NS(=O)(=O)c1cccc(NS(=O)(=O)c2ccc(Cl)c(C(=O)O)c2)c1	-5
COc1cc(C(=O)OCC(=O)NCC2CCCO2)cc(OC)c1OC (stereo not drawn)	-4
CN(/N=C/c1ccccc1)C(=S)c1ccccc1	5
Cc1ccc(C(=O)CCC(=O)OCC(=O)Nc2cc(S(=O)(=O)N(C)C)ccc2C)cc1	6
Nn1c(SCC(=O)N2CCCC2)nnc1-c1cccs1	-3
COc1cccc(C(=O)NCCS(=O)(=O)N2CCCC(C)C2)c1 (stereo not drawn)	1
Cc1nc(Cl)sc1C(=O)Nc1ccc(F)cc1	-6
CN(Cc1cc(Br)cc(Br)c1N)C1CCCCC1	?
S=C(NCCN1CCOCC1)C(=S)NCCN1CCOCC1	-35
N#Cc1ccc(C=NN2CCCCCC2)cc1	-2
COC(=O)c1ccccc1NC(=O)CN1C(=O)c2ccccc2C1=O	4
COc1ccc(S(=O)(=O)N(C)C)cc1NC(=O)C1CCN(c2ncnc3sc(C)c(C)c23)CC1	-6
COC(=O)C12OCC34C(CC5C(C)=C(O)C(=O)CC5(C)C3C(O)C1O)OC(=O)C(OC(=O)C=C(C)C)C24 (stereo not drawn)	-5
O=C(c1ccc(Cl)c(S(=O)(=O)N2CCc3ccccc32)c1)N1CCN(c2ccccc2O)CC1	-15
COc1ccc([C@H]2C[C@@H](n3cc(-c4ccc(F)cc4)nn3)[C@H](O)CN2Cc2cccs2)cc1	-2
COc1cc(N=Nc2ccc(C)cc2S(N)(=O)=O)c(C)cc1N	5
CCC1(CC)Cc2ccccc2-c2[nH]c(=S)[nH]c(=O)c21	47
CC(C)(C)S(=O)(=O)c1ccccc1-c1noc(-c2ccccc2)c1C(N)=O	-3
CC(C)C(=O)N[C@H]1CCC2C3CC=C4C[C@@H](O)CC[C@]4(C)C3CC[C@@]21C (stereo partly drawn)	6
COC(=O)C1=C(C)NC(C)=C(C(=O)OCC(C)=O)C1c1ccccc1[N+](=O)[O-] (stereo not drawn)	-6
C[C@@H]1CN([C@H](C)CO)C(=O)CCCn2nncc2CO[C@@H]1CN(C)S(=O)(=O)c1ccc(Cl)cc1	-3

# Later entries:
SMILES	RXFP1 antagonist
Cc1ccc(C(=O)Nc2ccc(S(=O)(=O)N3CCOCC3)cc2)cc1Br	-16
O=C(/C=C/c1ccccc1Cl)OCC(=O)N1CCc2ccccc21	0
Cc1ccccc1OS(=O)(=O)c1cccc([N+](=O)[O-])c1	-2
CCOC(=O)NC(=S)Nc1cccc(C)n1	1
CS(=O)(=O)c1ccccc1C(=O)Nc1ccc(S(=O)(=O)N2CCCC2)cc1	-3
COc1ccc(C(=O)OCC(=O)c2ccc[nH]2)c(OC)c1	5
COc1cccc(-c2nc3n(n2)CCc2ccccc2-3)c1	7
O=C(CCCOc1ccc(Cl)cc1Cl)NC(Cc1ccccc1)C(=O)O (stereo not drawn)	0
C[C@@H]1CN([C@@H](C)CO)C(=O)CCCn2nncc2CO[C@H]1CN(C)C(=O)c1ccc(N2CCN(C)CC2)cc1	5
Nc1c(N=O)c(=O)[nH]c(=O)n1-c1ccccc1	3
CC1CN(C(=O)c2cc(COc3c(F)cccc3F)on2)CCN1C (stereo not drawn)	3
CCOc1ccc(S(=O)(=O)Nc2ccc(C(=O)N(CC)CC(=O)NCc3cccs3)cc2)cc1	0
c1ccc(COc2ncnc3c2ncn3CCCN2CCN(Cc3cccc4ccccc34)CC2)cc1	-7
C[C@@H]1CN([C@@H](C)CO)C(=O)CCCn2cc(nn2)CO[C@H]1CN(C)C(=O)c1cc(-c2ccccc2)on1	9
O=C(NC1=NCCS1)c1ccc(F)c(S(=O)(=O)N2CCOCC2)c1	8
CN(Cc1cccs1)C(=O)COc1cccc2c1OC(C)(C)C2	-8
NC(=O)c1ccc(NS(=O)(=O)c2ccc(S(=O)(=O)N3CCCC3)cc2)cc1	-5
CC1(C)CC(=Cc2ccccc2[N+](=O)[O-])C(=O)c2ccccc21	11
COc1cc(NCCCCCCN)c2ncccc2c1OC	-10
Cc1ccc(S(=O)(=O)Nc2ccc3ccccc3c2[N+](=O)[O-])cc1	12
CCOC(=O)c1c(NC(C)=O)sc2c1C1CCN2CC1	0
Cc1ccc(S(=O)(=O)N2CCC[C@H]2C(=O)OCc2nc3ccccc3s2)cc1	2
COc1ccccc1CNC(=O)C(Cc1ccccc1)NC(=O)c1ccccc1 (stereo not drawn)	-4
COc1ccc(NC(=O)C[C@H]2C(=O)N(CCc3ccccc3)C[C@@H]2CSC)cc1	1

# Ordered by length of the SMILES (ascending): part of the list above.
SMILES	RXFP1 antagonist
COc1cc(NCCCCCCN)c2ncccc2c1OC	-10
CCOC(=O)c1c(NC(C)=O)sc2c1C1CCN2CC1	0
COc1cccc(-c2nc3n(n2)CCc2ccccc2-3)c1	7
CN(Cc1cccs1)C(=O)COc1cccc2c1OC(C)(C)C2	-8
CC1CN(C(=O)c2cc(COc3c(F)cccc3F)on2)CCN1C (stereo not drawn)	3
O=C(CCCOc1ccc(Cl)cc1Cl)NC(Cc1ccccc1)C(=O)O (stereo not drawn)	0
CC1(C)CC(=Cc2ccccc2[N+](=O)[O-])C(=O)c2ccccc21	11
Cc1ccc(S(=O)(=O)Nc2ccc3ccccc3c2[N+](=O)[O-])cc1	12
Cc1ccc(S(=O)(=O)N2CCC[C@H]2C(=O)OCc2nc3ccccc3s2)cc1	2
NC(=O)c1ccc(NS(=O)(=O)c2ccc(S(=O)(=O)N3CCCC3)cc2)cc1	-5
c1ccc(COc2ncnc3c2ncn3CCCN2CCN(Cc3cccc4ccccc34)CC2)cc1	-7
COc1ccc(NC(=O)C[C@H]2C(=O)N(CCc3ccccc3)C[C@@H]2CSC)cc1	1
CCOc1ccc(S(=O)(=O)Nc2ccc(C(=O)N(CC)CC(=O)NCc3cccs3)cc2)cc1	0
C[C@@H]1CN([C@@H](C)CO)C(=O)CCCn2cc(nn2)CO[C@H]1CN(C)C(=O)c1cc(-c2ccccc2)on1	9
C[C@@H]1CN([C@@H](C)CO)C(=O)CCCn2nncc2CO[C@H]1CN(C)C(=O)c1ccc(N2CCN(C)CC2)cc1	5

# Next part:
SMILES	RXFP1 antagonist
CCOc1cc(N2CCOCC2)c(OCC)cc1NC(=O)c1cc(S(=O)(=O)N2CCOCC2)ccc1F	-9
O=C(Nc1cccc(S(=O)(=O)NC2=NCCC2)c1)c1ccc(F)cc1F	-4
CC(C)OC(=O)c1ccc(NCc2cc(O)ccc2O)cc1	-63*
CNC(=O)c1c(NC(=O)c2ccc(N3C(=O)CCC3=O)cc2)sc2c1CCC(C)C2 (stereo not drawn)	-2
COc1ccc(NC(=O)CNc2ccccc2C(C)=O)cc1S(=O)(=O)N1CCOCC1	-2
COc1ccccc1CN(C)C(=O)CSCC(=O)Nc1ccccc1F	-4
COc1ccc([C@H]2C[C@@H](n3cc(COC(=O)c4ccccc4)nn3)[C@H](O)CN2Cc2cccs2)cc1	1
Cc1cn([C@H]2C[C@H](O)[C@@H](CNC(=O)[C@H]3CCC(=O)N3)O2)c(=O)[nH]c1=O	0
CC1=NN(c2nc(N)nc(/C(C#N)=C/c3ccc([N+](=O)[O-])o3)n2)C(C)(C)C1	-7
CCC1(c2ccc(F)cc2)NC(=O)N(CC(=O)N2CCN(S(=O)(=O)c3ccc(C)cc3C)CC2)C1=O (stereo not drawn)	-1
Cn1c(=O)c2c(ncn2CC(=O)OCC(=O)Nc2cc(Cl)ccc2C#N)n(C)c1=O	28
COc1ccccc1C(=O)COC(=O)C1CCN(S(=O)(=O)c2ccccc2)CC1	2
COc1ccccc1NS(=O)(=O)c1ccc(N2CCOCC2)c(N)c1	-6
O=S(=O)(c1ccc(Cl)s1)N1CCNCC1	-3
N#CCCCCn1ccc(NC(=O)c2ccc(Cl)cc2O)n1	-1
CCc1ccc(/C(C)=N/NC(=O)C(O)c2ccccc2)s1 (stereo not drawn)	12
CN1CCC(=C(c2ccccc2)c2ccc(Br)cc2)CC1	-12
C[C@@H]1CN([C@H](C)CO)C(=O)CCCn2nncc2CO[C@@H]1CN(C)S(=O)(=O)c1cn(C)cn1	10
COC(=O)c1ccc(C)c(NC(=O)CCCN2C(=O)CN(C)C2=O)c1	0
CCOC(=O)c1ccc(O)cc1	-5
O=C1C2C3C=CC(O3)C2C(=O)N1Nc1ccccc1 (stereo not drawn)	5
COc1ccc(CN(C)CC(=O)Nc2cccc(S(=O)(=O)N3CCCC3)c2)cc1F	-9
COc1ccc(CN2C(=O)c3ccccc3C2=O)cc1C(=O)N(C)CC(=O)Nc1ccc(C)cc1	7
COc1cc(CNC[C@H]2O[C@@H](n3cc(C)c(=O)[nH]c3=O)C[C@@H]2O)ccc1OCc1cccc(Cl)c1	10
O=C(CNC(=O)c1ccc(Cl)cc1Cl)OCCOc1ccccc1F	5
CC1(C)CC2(OC2c2ccccc2[N+](=O)[O-])C(=O)c2ccccc21 (stereo not drawn)	-1
C[C@H](CO)N1C[C@H](C)[C@@H](CN(C)C(=O)Nc2ccnc(N3CCOCC3)c2)OCc2cnnn2CCCC1=O	-7
O=C(O)C1(Nc2ccccc2)CCCC1	4
Cc1cccc(C(C)C)c1NC(=O)c1ccc(OCC2CCCO2)cc1 (stereo not drawn)	-2
CCCCc1nc2sc3c(c2c(=O)[nH]1)CC(C)(C)OC3	2
CCCCN1C(=O)C(CC(=O)NCCCCc2ccccc2)CC(C(=O)N2CCOCC2)=C1C (stereo not drawn)	-4
O=C1c2ccccc2C(=O)N1C1(C(=O)NC2(C(=O)O)CCCC2)CCCC1	-7
CCOc1cc(N2CCOCC2)c(OCC)cc1NC(=O)c1cccc(S(=O)(=O)N2CC(C)OC(C)C2)c1 (stereo not drawn)	0
COc1c2c(cc(O)c1C(C)=O)OC(C)(C)C=C2	-13
CN=C1NC(C)(C)C2CCC(C)(CC2)S1	-9
CCN(CC)S(=O)(=O)c1cccc(C(=O)NC(C(=O)NNC(=O)c2ccccc2F)C(C)C)c1 (stereo not drawn)	11
CC(Sc1nnc2n1CCCCC2)C(=O)Nc1ccccc1[N+](=O)[O-] (stereo not drawn)	0
C[C@@H]1CN([C@H](C)CO)S(=O)(=O)c2ccc(C3=CCCCC3)cc2O[C@H]1CN(C)C(=O)Cc1cccnc1	1
CC(=O)C(Cc1ccccc1)NC(=O)COC(=O)c1cccc(C)c1[N+](=O)[O-] (stereo not drawn)	-4
